Polio RdRp inh: inhibitors of poliovirus RNA polymerase binding and polymerization | P03300 | poliovirus polymerase elongation, fluorescence polarization; hits give low values | % elongation, % (compound at 16.7 µg/mL) | 150,000 compounds, 0.66% hits; in the data active = % elongation below about 90%; note: some results filed as inactive read as strong as hits
Target sequence (P03300 1749-2209 limits assumed): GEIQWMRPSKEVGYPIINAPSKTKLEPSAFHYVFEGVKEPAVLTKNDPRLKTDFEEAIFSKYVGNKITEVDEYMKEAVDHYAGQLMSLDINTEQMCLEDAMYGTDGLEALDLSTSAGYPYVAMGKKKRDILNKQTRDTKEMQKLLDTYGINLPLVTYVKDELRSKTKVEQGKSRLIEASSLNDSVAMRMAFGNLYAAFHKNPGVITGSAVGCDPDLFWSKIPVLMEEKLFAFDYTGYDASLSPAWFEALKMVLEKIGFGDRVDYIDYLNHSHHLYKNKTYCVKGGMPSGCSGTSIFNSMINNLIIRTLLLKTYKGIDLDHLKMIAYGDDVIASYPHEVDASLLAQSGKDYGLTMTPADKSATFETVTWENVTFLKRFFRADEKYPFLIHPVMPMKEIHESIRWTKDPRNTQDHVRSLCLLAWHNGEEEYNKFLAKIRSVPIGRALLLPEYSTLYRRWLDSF
Polio RdRp inh FP z-score: recorded beside Polio RdRp inh, whose call it bears; z-score; measured here: FP z-score; hits read low
The depositor's hits bear a star; & = joins results of further samples. A portion of the library; rates above refer to the full screens.

smiles	Polio RdRp inh	Polio RdRp inh FP z-score
Cc1ccc(Cn2c(=O)n(CC3CCC(C(=O)N4CCC(C)CC4)CC3)c(=O)c3sccc32)cc1 (configuration not stated)	102.0	-0.9
C=Cn1cccc1-c1ccc(OC)cc1	116.0	3.6
CCOC(=O)C1CCN(C(=O)CCc2ccccc2)CC1	102.0	0.3
O=C1CSC(c2cccnc2)N1Cc1cccnc1 (configuration not stated)	103.0	0.4
CC(C)C(=O)Nc1cccc(-c2nc3ccccc3o2)c1	102.0	0.1
CC1CCCC(C)N1Cn1nc2c(Cl)cc(Cl)cn2c1=S (configuration not stated)	102.0	-0.2
CC(C)Oc1ccc(CNC(=O)c2ccc3nc(Cc4ccccc4)oc3c2)cc1	106.0	-0.3
Cn1c(O)c(C=NCC2(C)CC(O)CC(C)(C)C2)c(=O)n(C)c1=S (configuration not stated)	101.0	0
O=C(c1cccc(-n2cnnn2)c1)N1CCOCC1	100.0	0
COc1ccc(S(=O)(=O)N2CCN(c3ccccc3)CC2)cc1-c1noc(C)n1	106.0	-0.2
CSc1ncc(C(=O)NC(C)c2ccccc2)c(C)n1 (configuration not stated)	101.0	-0.9
COc1cc(NC(=O)/C(=C/c2ccco2)NC(=O)c2ccc(C)c(C)c2)cc(OC)c1OC	101.0	0.4
Cc1nn(-c2ccccc2)c(N2CCCCC2)c1C=C(C#N)C#N	101.0	0
Cc1ccc(N(C)C(=O)Cn2c(=O)oc3cc(S(=O)(=O)N4CCCC4)ccc32)cc1	104.0	0.5
CCOc1ccc(OC(=O)c2sc3ncn(CC)c(=O)c3c2C)cc1	103.0	0.3
Fc1ccc(Nc2ncnc3sccc23)cc1	103.0	0.2
O=C(COc1ccccc1)N1CCNC1=O	100.0	-0.2
CCC(=O)Nc1nc2ccccc2n1CCN1CCOCC1	102.0	0.7
O=C(C1CN(Cc2nc(-c3ccc(Cl)cc3)no2)c2ccccc2O1)N1CCOCC1 (configuration not stated)	101.0	-0.1
COc1ccc(CN2CCN(Cc3ccco3)CC2)c(OC)c1OC	98.0	-0.6
CN1C(c2ccccc2)CC(C)(O)CC1c1ccccc1 (configuration not stated)	100.0	0.1
N#CC1=C(N)SC(N)=C(C#N)C1c1cccc2ccccc12	76.0	-7.6
COC(=O)c1ccccc1Oc1c(F)c(F)nc(N2CCOCC2)c1F	104.0	0.7
COc1ccc(-c2noc(N3CCCCCC3)n2)cc1	104.0	0.5
COc1ccc(-c2nnc(SCN3C(=O)c4ccccc4C3=O)n2C(C)C)cc1	97.0	-0.8

One compound at a time, from the list above. Order of values: Polio RdRp inh	Polio RdRp inh FP z-score
CCC(=O)Nc1nc2ccccc2n1CCN1CCOCC1 is listed with 102.0	0.7
Cc1nn(-c2ccccc2)c(N2CCCCC2)c1C=C(C#N)C#N is listed with 101.0	0
CN1C(c2ccccc2)CC(C)(O)CC1c1ccccc1 (configuration not stated) is listed with 100.0	0.1
COc1cc(NC(=O)/C(=C/c2ccco2)NC(=O)c2ccc(C)c(C)c2)cc(OC)c1OC is listed with 101.0	0.4
COc1ccc(-c2nnc(SCN3C(=O)c4ccccc4C3=O)n2C(C)C)cc1 is listed with 97.0	-0.8

The list continues.
smiles	Polio RdRp inh	Polio RdRp inh FP z-score
Nc1nc2c(s1)CCCC2	99.0	-1.2
COc1cccc(NC(=O)CSC2=Nc3ccccc3C3=NC(CCC(=O)NCCc4ccccc4)C(=O)N23)c1 (configuration not stated)	87.0	-4.4
COC(=O)c1cc(C#N)c(SCC(=O)C(C)(C)C)nc1C(OC)OC	101.0	-0.2
CCOc1ccc(C(=O)C(C)OC(=O)c2cccc(-n3cnnn3)c2)cc1 (configuration not stated)	102.0	0.1
Cc1ccc(S(=O)(=O)N2CCN(C(=O)c3ccc(OCc4c(C)noc4C)cc3)CC2)cc1	103.0	-0.1
O=C(COC(=O)c1n[nH]c2ccccc12)Nc1ccc(N2CCOCC2)cc1	101.0	-0.7
COC(=O)C1=C(C)c2oc(N)nc2C1c1ccc(C(C)C)cc1 (configuration not stated)	100.0	-0.4
O=c1[nH]c(=O)n(C2CCCO2)cc1F (configuration not stated)	103.0	0.2
CN1CCN(c2ccc(CNS(=O)(=O)c3ccc4c(c3)CCO4)cc2)CC1	98.0	-0.6
CC(C)[C@@H]1NC(=O)[C@H](Cc2ccccc2)NC(=O)[C@@H](CC(=O)O)NC(=O)CNC(=O)[C@H](CCCN=C(N)N)NC1=O	102.0&99.0	0.4&0.1
CC(C)(C)c1ccc(C(=O)Nc2nc3nc(-c4ccccc4)cc(=O)n3[nH]2)cc1	110.0	0.9
CSc1cccc(-n2c(C)ccc2C)c1	131.0	2.5
CCC(=O)N1CCN(c2cc(Cl)ccc2C)CC1	100.0	-0.1
CSc1scc(NC(=O)c2ccc(Cl)cc2)c1S(=O)(=O)C(C)C	107.0	0.7
COCCCNC(=O)c1ccc(Cn2c(=O)c3ccccc3n(Cc3c(C)cc(C)cc3C)c2=O)cc1	101.0	-1.5
CC1(C)CC(=O)C2=C(C1)Nc1ccccc1NC2/C=C/c1ccccc1 (configuration not stated)	97.0	-0.7
COc1ccc2c(CC(=O)OC(C)C(N)=O)coc2c1 (configuration not stated)	106.0	0.3
Cc1cc(C)n(C(=O)c2cc(-c3ccc(C)o3)nc3ccccc23)n1	104.0	0.4
COc1ccc(C2C3C(=O)N(c4ccccc4)C(=O)C3ON2c2ccccc2)cc1 (configuration not stated)	103.0	0.4
O=C(O)c1ccc(S(=O)(=O)c2ccc(Cl)cc2)cc1	98.0	-0.9
CSc1nccc(-c2sc(SC)c(C#N)c2-c2ccccc2)n1	100.0	-0.5
O=C(Cn1c(SCc2ccccc2F)nc2ccncc21)NCC1CCCO1 (configuration not stated)	102.0	-0.1
COC(=O)CNC(c1ccccc1)c1cc(Br)ccc1NC(=O)c1ccc(Cl)cc1 (configuration not stated)	103.0	0
O=C(CCC1CCCC1)NCc1ccco1	100.0	-0.6
CS(=O)(=O)c1ccccc1C(=O)Nc1ccc(C(F)(F)F)cc1	106.0	0.3

smiles	Polio RdRp inh	Polio RdRp inh FP z-score
CCN(CC(=O)Nc1ccc(I)cc1)CC(=O)NC1CCS(=O)(=O)C1 (configuration not stated)	101.0	-0.2
COc1cccc(C2c3c(oc4ccc(C)cc4c3=O)C(=O)N2CCCN(C)C)c1 (configuration not stated)	103.0	0.2
Cc1ccc(-c2n[nH]c(Cc3ccccc3)n2)cc1	101.0	-0.1
Cc1cccc(C[N+](C)(C)CCC(=O)c2ccccc2)c1	104.0	0.1
CCN(C(=S)NCCN1CCOCC1)c1cccc2ccccc12	105.0	0.4
C1CC(CCN2CCOCC2)CCN1	106.0	1.2
COc1ccc(C(=O)COC(=O)c2c3c(nc4ccccc24)CCN(C)C3)cc1	104.0	0.5
CCCCN(C)CCCNC(=O)c1cc(-c2ccc(Br)s2)nc2ccccc12	106.0	0.2
CCc1ccccc1NC(=O)Cn1nc(C(F)(F)F)c2c1CCCC2	107.0	0.6
COc1cc2c(=O)n(Cc3ccco3)c(=O)n(CC(=O)Nc3ccc(F)cc3)c2cc1OC	106.0	-0.6
Cc1ccc(-c2nnc(N3CCNC(=O)C3)c3ccccc23)cc1	101.0	0
O=C(CSc1ncn[nH]1)N1CCCCC1	100.0	-0.4
COc1ccc(CCNC(=O)c2ccc3c(c2)CCN3S(C)(=O)=O)cc1	108.0	0.4
Cc1[nH]n(-c2ccccc2)c(=O)c1C=Nc1cccc(N)c1	102.0	0
CC(C)=CCOc1ccc2c(C)cc(=O)oc2c1	100.0	-1.1
CNS(=O)(=O)c1cccc(C(=O)OCC(=O)N2c3ccccc3NC(=O)C2(C)C)c1	97.0	-1.5
COc1ccc(N2C(=O)NC(=O)C(Cc3ccc(O)c(OC)c3)C2=O)cc1 (configuration not stated)	96.0	-0.7
CCOc1ccc(S(=O)(=O)N(C)c2ccc(OCC(=O)OCc3c(C)noc3C)cc2)cc1	100.0	-0.2
C#CC1(C)CCCC(C)(C)O1 (configuration not stated)	101.0	0.2
O=C(CN1C(=O)CCc2cc(Br)ccc21)Nc1ccc(OC(F)(F)F)cc1	106.0	0
CN(C)CCSc1nc(-c2cccs2)cc(-c2ccc(Cl)cc2)c1C#N	101.0	-0.4
Cc1c(-n2cc(C(=O)O)c(=O)c3c(F)c(F)c(F)c(F)c32)c(=O)n(-c2ccccc2)n1C	102.0	0
O=c1c(-c2nn[nH]n2)coc2ccccc12	96.0	-1
Cc1csc(SCC(=O)NC(=O)NCc2ccco2)n1	103.0	0.1
Oc1ccc(N=c2cc(-c3ccccc3)oc3ccc(Cl)cc23)cc1	100.0	-0.4

smiles	Polio RdRp inh	Polio RdRp inh FP z-score
CCOC(=O)c1[nH]c(C)c(CCC(=O)NCc2cccc(Cl)c2)c1C	104.0	-0.7
Cc1nc2ccc(C(=O)OCC#N)cc2nc1C	102.0	-0.2
Cc1ccc(C2C(C(=O)O)c3ccccc3C(=O)N2C)o1 (configuration not stated)	104.0	2.4
O=C(Nc1cccc(Cl)c1)c1ncn(-c2ccccc2)n1	104.0	0.5
COc1ccc(Nc2nc(N3CCN(S(=O)(=O)N(C)C)CC3)nc3ccccc23)cc1	106.0	1.2
Cc1cc(C)c2c(N)c(S(=O)c3ccc(C(C)(C)C)cc3)sc2n1 (configuration not stated)	103.0	0.4
Fc1nc(N2CCCC2)c(F)c(Oc2ccc(Cl)cc2)c1F	102.0	0
COc1ccc(CCNc2nc(-c3ccc(Cl)cc3)cc(C(F)(F)F)n2)cc1OC	102.0	-0.7
O=S(=O)(CCSc1nc2ccccc2s1)c1nc2ccccc2s1	100.0	-0.2
CCOC(=O)c1c(SCC)nc(=O)[nH]c1C	105.0	0.2
COc1ccc(CC(=O)Nc2ccc(OC)cc2)cc1	102.0	-0.2
CCCOc1ccc(C(=O)Nc2ccc(-c3nc4ccccc4o3)cc2)cc1	104.0	0.7
COc1ccc2cc3c(N)nn(C(=O)c4cncc(Br)c4)c3nc2c1	98.0	-0.2
CCCNc1c(NC(C)=O)c(=O)oc2ccccc12	98.0	-0.8
Cc1c(C(=O)NN)c2cc(O)ccc2n1C	99.0	-1
COc1ccc(CCNC(=O)Cc2c(C)c3c(cc(C)c4c(C)coc43)oc2=O)cc1OC	101.0	-1.7
O=c1cc(CN2CCN(S(=O)(=O)/C=C/c3ccccc3)CC2)c2ccc(O)cc2o1	106.0	0.5
COc1cccc(CNn2cnnc2)c1O	99.0	-1.6
COc1cc(C2C(=O)N(C3CCCCCC3)CC(=O)N2CCC2=CCCCC2)ccc1OC(C)C (configuration not stated)	116.0	1.3
CCOC(=O)c1nc(Nc2ccc(Cl)cc2)c2c(C)noc2n1	107.0	0
Cc1ccc2oc(=O)c3cc(C(=O)NCCN4CCCCC4C)sc3c2c1 (configuration not stated)	101.0	-0.4
COC(=O)c1ccccc1NC(=O)C1CCCN(c2nnc(C)c3c(C)n(-c4ccccc4)nc23)C1 (configuration not stated)	111.0	0.9
CC(C)Oc1ccc(CNC(=O)Cn2ncn3nc(-c4cccs4)cc3c2=O)cc1	103.0	-0.9
CN(CCC#N)C(=O)c1ccc2c(c1)N(Cc1ccc(F)cc1)C(=O)c1ccccc1S2(=O)=O	101.0	-0.1
O=C(CCSCc1ccccc1Cl)N1CCN(c2ccc(F)cc2)CC1	105.0	-1.5

The final 2 compounds of the part before are carried over, then new ones follow:
smiles	Polio RdRp inh	Polio RdRp inh FP z-score
CN(CCC#N)C(=O)c1ccc2c(c1)N(Cc1ccc(F)cc1)C(=O)c1ccccc1S2(=O)=O	101.0	-0.1
O=C(CCSCc1ccccc1Cl)N1CCN(c2ccc(F)cc2)CC1	105.0	-1.5
c1ccc(-c2csc3ncn4cnnc4c23)cc1	105.0	0.9
CCOc1ccc(N(C(=O)c2ccc(OC)cc2)S(=O)(=O)c2ccc3c(c2)n(C)c(=O)n3C)cc1	108.0	0.2
COc1ccc(C2c3[nH]c4ccccc4c3CCN2C(=O)CCC2CCCC2)cc1 (configuration not stated)	108.0	0.2
Cc1ccc(-c2csc(C(C#N)=C3CCCC3)n2)cc1	100.0	-0.1
NC(=O)NC(=O)CSc1nncn1-c1ccccc1	102.0	0.1
CNC(=S)NNS(=O)(=O)c1ccc(Cl)cc1	101.0	0
CCn1c(O)c(/C=C2/C=CC=N2)c(=O)[nH]c1=S	100.0	-0.1
Cn1cccc1/C=C1\CN(Cc2ccccc2)C/C(=C\c2cccn2C)C1=O	71.0	-5.8
COC(=O)C1=CN(C)C=C(C(=O)OC)C1c1ccc(C(C)C)cc1	102.0	-0.1
O=C(c1ccc(Cl)cc1)n1nc(-c2cccnc2)nc1NCc1ccc(F)cc1	102.0	-1.1
COc1ccc(N(CC(=O)c2cc(C)n(C)c2C)S(=O)(=O)c2ccc3c(c2)OCCO3)cc1	106.0	0.3
Cc1cc2nc3c(=O)n(C)c(=O)[nH]c3nc2cc1N=CN(C)C	78.0	-3.1
Cc1[nH]c2ccccc2c1SCCNC(=O)c1ccccc1F	105.0	0
COC(=O)c1cc(Cl)ccc1NC(=O)Cn1c(C)cc(C)c(C#N)c1=O	109.0	0.9
CCOc1ccc(Nc2nc3ccccc3c3nnc(CC)n23)cc1	104.0	-0.2
O=C(CSc1nc(=O)n(Cc2ccncc2)c2c1CCC2)Nc1ccccc1	103.0	-0.4
CC1CCCCN1S(=O)(=O)c1ccc(S(=O)(=O)N2CCN(c3ncccn3)CC2)cc1 (configuration not stated)	104.0	0.4
CC1=NNC(=O)C1CC(=O)N/N=C(/C)c1ccccc1 (configuration not stated)	101.0	-0.2
O=C1C(Cc2ccc(O)cc2)NC(=S)N1Cc1ccccc1 (configuration not stated)	102.0	1
CC(C)(C)C1CCC(OCC(O)CN2CCCC2)CC1 (configuration not stated)	103.0	0.1
CCCCNC(=O)CCn1c(=O)c2ccccc2n(Cc2cc(C)ccc2C)c1=O	107.0	0.3
